GLP1R cytotox: cytotoxicity counter-screen for GLP-1 receptor inverse agonists. Potency, µM (highest dose often 38.3 µM), for inactives: at the highest dose activity change, negative = inhibition, usual class: inhibitors. HEK293 cAMP-luciferase reporter cells, luminescence, 24 h. 0.13% of 410,000 active;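 also: loss of luciferase light is scored as toxicity; potency is read from the fitted curve at half-maximal effect; % is scaled to controls: 0 for no effect and ±100 for the full control effect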
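Here, cytotoxicity is scored as loss of luminescence. The MLSMR collection was tested on cells seeded in medium containing 10% Nu serum, with a 24 hr compound exposure preceded by 12 hours of culture.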
aSyn rescue: inhibitors of alpha-synuclein toxicity in yeast; 0.14% of 370,000 active; Potency, µM (doses to about 46.1 µM), inactives show at the highest dose growth rescue (activation), most hits filed as activators; Yeast expressing alpha-synuclein, growth rescue, BacTiter-Glo, 24 h; AID 652106; also: potency is read from the fitted curve at half-maximal effect; % of control where 0% means no effect; nearly all actives have a fitted effect of over 65% in size
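Readout is rescue of growth in alpha-synuclein-expressing yeast, so inhibitors of toxicity appear as activators. Growth after 24 hr at 30 deg C in galactose medium is quantified by luminescence.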
Mm-Cpn inhibitor: inhibitors of Methanococcus maripaludis chaperonin (MmCpn); purified Mm-Cpn ATPase, ADP Transcreener TR-FRET; Potency, µM (titrated, usually from 76.9 µM), inactives show top-dose activity, negative = inhibition, hits mostly inhibitors; AID 504842; 0.031% of 330,000 active; also: potency is read from the fitted curve at half-maximal effect; % is scaled to controls: 0 for no effect and ±100 for the full control effect; nearly all actives have a fitted effect of over 80% in size
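Compound-treated chaperonin, 25 nM final, turns over 10 uM ATP at 37°C for 30 min following a 10 min preincubation; ADP generated competes with ADP-d2 for Eu-cryptate antibody, lowering FRET.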
GLP1R inv ag: acts as inverse agonist at human GLP-1 receptor. HEK293 GLP-1R CRE-luciferase, luminescence, 24 h; GLP-1R form is constitutively active. Potency, µM (highest dose often 38.3 µM), for the others: at the top dose activity change, negative = inhibition, actives largely listed as inhibitors. 1.6% of 410,000 active. AID 624417; also: potency is read from the fitted curve at half-maximal effect; % is scaled to controls: 0 for no effect and ±100 for the full control effect; nearly all actives have a fitted effect of over 55% in size
Target sequence (P43220 whole entry, looked up): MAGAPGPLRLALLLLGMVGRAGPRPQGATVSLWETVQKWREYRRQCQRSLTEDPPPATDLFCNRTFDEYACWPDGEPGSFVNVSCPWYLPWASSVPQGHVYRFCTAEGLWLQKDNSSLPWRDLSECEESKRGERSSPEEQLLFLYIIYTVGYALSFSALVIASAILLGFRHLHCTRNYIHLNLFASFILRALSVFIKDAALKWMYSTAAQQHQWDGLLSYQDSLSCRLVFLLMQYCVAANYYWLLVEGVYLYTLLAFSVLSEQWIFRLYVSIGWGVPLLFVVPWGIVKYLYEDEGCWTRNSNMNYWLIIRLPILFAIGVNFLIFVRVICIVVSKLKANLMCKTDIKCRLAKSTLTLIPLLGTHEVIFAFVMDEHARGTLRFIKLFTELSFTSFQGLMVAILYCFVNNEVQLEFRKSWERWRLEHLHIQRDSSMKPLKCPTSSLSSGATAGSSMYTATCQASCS
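qHTS in 1536-well format: reporter HEK293 cells expressing constitutive GLP-1R activity in DMEM + 10% Nu serum, 24 hr with compounds at 37 deg C, luminescence read after 12 min with detection reagent.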
PTHR1 agonist: activates the human parathyroid hormone receptor PTHR1 | Q03431 | HEK293 GP2 PTHR1 cells, GloSensor cAMP luminescence, 1 h | Potency, µM (doses to about 115 µM), without a hit: at the highest dose activation, actives largely listed as activators | 0.075% of 410,000 active | AID 743266; also: potency is read from the fitted curve at half-maximal effect; nearly all actives have a fitted effect of over 55% in size; some results filed as inactive show a strong effect at the top dose; inactives centre near -15; many of its hits are not listed in these tables
Target sequence (Q03431 whole entry, looked up): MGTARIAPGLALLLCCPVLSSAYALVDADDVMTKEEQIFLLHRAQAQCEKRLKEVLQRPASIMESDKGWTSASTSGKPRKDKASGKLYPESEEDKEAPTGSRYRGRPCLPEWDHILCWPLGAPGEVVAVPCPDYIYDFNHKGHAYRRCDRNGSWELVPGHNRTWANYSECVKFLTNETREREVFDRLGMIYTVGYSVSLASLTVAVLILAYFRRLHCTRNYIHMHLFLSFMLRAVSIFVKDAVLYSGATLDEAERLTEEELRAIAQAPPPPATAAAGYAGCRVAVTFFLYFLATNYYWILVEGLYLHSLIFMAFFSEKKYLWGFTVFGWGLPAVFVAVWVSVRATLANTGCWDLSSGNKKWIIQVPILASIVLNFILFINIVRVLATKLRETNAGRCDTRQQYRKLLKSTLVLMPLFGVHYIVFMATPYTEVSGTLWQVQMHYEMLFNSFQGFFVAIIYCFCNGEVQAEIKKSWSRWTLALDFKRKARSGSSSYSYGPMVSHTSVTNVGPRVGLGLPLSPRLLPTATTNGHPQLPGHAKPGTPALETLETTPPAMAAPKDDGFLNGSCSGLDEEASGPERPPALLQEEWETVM
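HEK-293-derived GP2 cells expressing PTHR1 and a GloSensor cAMP reporter, 3,000/well, plated overnight, given luciferin plus IBMX (each 0.5 mM as added) for 1 h at 37 °C, then compound for 1 h at 37 °C. Luminescence was read after 15 min at room temperature.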
FUS yeast rescue: FUS proteinopathy suppression in yeast. S. cerevisiae FUS-expressing, growth rescue, OD600, 24 h. Potency, µM (titrated, usually from 76.6 µM), for inactives: at the top dose growth rescue (activation), hits mostly activators. AID 1347120. 0.24% of 390,000 active;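 also: potency is read from the fitted curve at half-maximal effect; plate controls were DMSO vehicle for no effect and reference control for full effect; nearly all actives have a fitted effect of over 55% in size; some results filed as inactive show a strong effect at the top dose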
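Cultures pregrown in 2.5% raffinose medium are shifted to minimal medium containing 2% galactose to express toxic FUS. Compounds are tested at several concentrations. After 24hr at 30C, growth is quantified at 600 nm absorbance.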
Akt phos inh: inhibitors of Akt phosphorylation | Neuro2A IGF-stimulated pAkt S473 HTRF, 20 min; stronger effect = lower value | activity change, % for hits at 50 µM | 0.32% of 360,000 active; in the data active = activity change below about -80%; inconclusive = mostly about -51% to -80%; also: % is scaled to controls: 0 for no effect and ±100 for the full control effect
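Neuro2A cells (4,500/well, DMEM with 0.5% FBS) were treated with compound at a single 50 µM final concentration, stimulated with 6 nM IGF for 20 min at 37 °C, and lysed. Phospho-Akt Ser473 was read by HTRF as 665/615 ratio ×10^4.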
TDP-43 yeast inh: rescues yeast growth from TDP-43 toxicity | TDP-43 expressing yeast growth rescue, BacTiter-Glo, 24 h | 1.8% of 410,000 active | Potency, µM (series often up to 46.1 µM), inactives show at the top dose growth rescue (activation), usual class: activators; also: potency is read from the fitted curve at half-maximal effect; % of control where 0% means no effect; nearly all actives have a fitted effect of over 50% in size
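Cell-based yeast growth screen: TDP-43 expression induced in galactose, inoculum OD600=0.02 after raffinose pregrowth to mid-log. Read-out BacTiter-Glo luminescence at 24 hr, 30 deg C; inhibition of toxicity seen as signal increase.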
Abeta rescue: restores growth of yeast expressing A-beta42 peptide; 0.063% of 410,000 active; yeast expressing A-beta42, growth rescue, OD600, 48 h; response scale: 0% DMSO, 100% iron-clioquinol control; Potency, µM (doses to about 46.1 µM), without a hit: at the top dose growth rescue, hits mostly activators; also: potency is read from the fitted curve at half-maximal effect; nearly all actives have a fitted effect of over 55% in size
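Yeast growth medium received pinned compounds, then yeast cells expressing toxic A-beta were added; plates incubated at 30 C for 48 hr. Growth read as absorbance at 600 nm, normalized to DMSO and equimolar FeCl3 plus clioquinol controls.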
* hit, by the source's call; i = inactive; ? = inconclusive; · = not tested or not shown; [ ] = dose if it differs, or a comment. Unless noted, calls follow the shape of the dose curve; as a rule, active = well fitted curve in the direction sought with a large enough effect; inconclusive = small, poorly fitted or top-dose-only effect, or another doubt; inactive = no such curve, though single readings can be large; an effect the other way counts as inactive or inconclusive. The list is partial; the hit share may differ from the screen's.

SMILES	GLP1R cytotox	aSyn rescue	Mm-Cpn inhibitor	GLP1R inv ag	PTHR1 agonist	FUS yeast rescue	Akt phos inh	TDP-43 yeast inh	Abeta rescue
CCOc1ccc(C(=O)NCC(=O)OCc2c(F)cccc2Cl)cc1	-15%	1%	2%	-4%	-17%	·	i	22µM*	-25%
COc1cccc(NC(=O)C(=O)NCC2CCCN2S(=O)(=O)c2ccccc2)c1 (stereo unspecified)	4%	3%	4%	71%[activator]	i	16%	i	3%	-8%
O=C(OCC(O)COc1ccccc1)c1ccc([N+](=O)[O-])cc1 (stereo unspecified)	-2%	16%	0%	17%	i	-27%	i	19%	20%
Cc1nc(SCn2nnc3ccccc3c2=O)nc(C)c1C	8%	14%	-3%	100%[activator]	-1%[57.5 µM]	5%	i	?	14%
Cc1ccc(/C=N/NC(=O)c2nnn(-c3nonc3N)c2-c2ccccc2)o1	1%	4%	-2%	13%	i	5%	i	3%	-6%
CC(=O)N(Cc1ccc(F)cc1)C1=C(NCc2ccccc2)C(=O)c2ccccc2C1=O	?	21%	1%	10µM*	-26%	?	i	?	-60%[inhibitor]
Cc1ccc(C(=O)Nc2ccc(S(=O)(=O)N3CCc4ccccc4C3)cc2)o1	5%	3%	0%	?	i	13%	·	-11%	8%
O=C(NCc1nnnn1-c1ccc(F)cc1)c1cc2ccccc2o1	-1%	-7%	·	10%	-16%	-34%	i	2%	-5%
COc1ccc(C(OC(=O)c2ccco2)C(=O)NCc2ccc(C)cc2)cc1 (stereo unspecified)	-26%	-15%	-1%	-17%	-21%	12%	i	-1%	-1%
CCCCNC(=S)NC(=O)c1ccccc1Br	-3%	7%	1%	?	-2%	0%	i	21%	3%
Cc1ccc(C(=O)NCc2ccccn2)c(Cl)c1	-6%	4%	-1%	-2%	18%[57.5 µM]	1%	i	10%	14%
CCCN(C(=O)COC(=O)CCOc1ccccc1)c1c(N)n(Cc2ccccc2)c(=O)[nH]c1=O	5%	-2%	-4%	11%	0%	-7%	i	10%	1%
CCSc1nnc(NC(=O)Cn2cnc3c2c(=O)n(C)c(=O)n3C)s1	11%	-22%	0%	26%	-9%	-12%	i	-3%	-14%
Cc1nc(CCNC(=O)CC2C(=O)NCCN2CC(C)C)nc2c1CCC2 (stereo unspecified)	6%	1%	-5%	12%	i	12%	i	13%	11%
Cn1nc2c(c1C(=O)N1CCCC(C(=O)c3cc(F)ccc3F)C1)CCCC2 (stereo unspecified)	6%	5%	0%	-17%	?	-4%	i	-8%	5%
Cc1ccnc2nc(C(=O)N3CCN(c4ccc(F)cc4)CC3)nn12	-6%	7%	-3%	5%	-16%	12%	i	25%	8%
COC(=O)c1cc(S(=O)(=O)NCCCc2ccco2)c[nH]1	1%	0%	1%	-21%	-15%	-9%	·	8%	-16%
COc1ccccc1Cn1nnc2c(=O)[nH]c(C3CCN(C(=O)c4ccc(C)cc4)CC3)nc21	-3%	-1%	1%	58%[activator]	-6%[57.5 µM]	26%	i	5%	6%
O=C1C2CCCN2C(=O)N1CCCN1CCN(c2ccc([N+](=O)[O-])cc2)CC1 (stereo unspecified)	?	6%	3%	10%	-17%	10%	i	-7%	-1%
C/C(=N\NC(=O)c1cccc(S(=O)(=O)N2CCOCC2)c1)c1ccc(OC(F)F)cc1	-5%	-7%	-2%	-19%	-33%[inhibitor]	5%	i	14%	4%
CCOc1ccc(/C(O)=C2/C(=O)C(=O)N(c3ccccn3)C2c2ccc(F)cc2)c(C)c1 (stereo unspecified)	1%	-4%	?	?	-21%	?	i	-36%[inhibitor]	-19%
COc1cccc(-c2[nH]nc3c2C(c2ccc(C)o2)C(C#N)=C(N)O3)c1 (stereo unspecified)	-22%	-4%	0%	20%	-26%	14%	i	-6%	0%
CCOC(=O)C1(CC2CCCCO2)CCN(S(=O)(=O)c2cccc(F)c2)CC1 (stereo unspecified)	-8%	10%	0%	-3%	i	6%	i	-16%	-2%
CC1CCCCN1S(=O)(=O)c1cccc2cccnc12 (stereo unspecified)	-13%	4%	1%	-31%	-16%	-21%	i	15%	33%
CCCCOC(=O)Nc1nc2ccc(OC)cc2s1	-2%	15%	2%	74%[activator]	-5%[57.5 µM]	17%	i	-14%	-17%
Cc1cccc(C)c1NC(=O)CN(C)S(=O)(=O)c1ccc2c(c1)n(C)c(=O)c(=O)n2C	-1%	·	·	4%	i	3%	·	-7%	-2%
Cc1occc1-c1nc(-c2ccncc2)no1	13%	9%	0%	49%	-25%	16%	i	-23%	-10%
COc1cc(OC)cc(C(=O)Nc2cccc(N3CCCC3)c2)c1	-12%	-5%	-12%	0%	?	50%	i	0%	-2%
O=C(c1ccc2c(c1)OCO2)N(c1ccc(F)cc1)C1C=CS(=O)(=O)C1 (stereo unspecified)	-32%	4%	-1%	0%	i	-10%	i	-13%	13%
O=C(NC1CCCCC1)C(c1ccccn1)N(C(=O)c1csnn1)c1ccccc1 (stereo unspecified)	4%	4%	0%	0%	i	11%	i	-4%	8%
Cc1ccc(-c2csc(N(Cc3ccco3)C(=O)c3cccs3)n2)cc1	8%	-5%	-2%	-14%	-6%[57.5 µM]	-1%	i	0%	9%
CC(C)CCn1c(=O)c2ccccc2n2c(CN(C)Cc3ccccc3)nnc12	-17%	2%	1%	?	-16%	40%	i	17%	0%
CC(=O)c1ccc(NC(=O)Nc2ccc(Cl)cc2)cc1	-26%	-16%	0%	?	-52%[inhibitor][57.5 µM]	-2%	i	-2%	-13%
CNC(=O)CSc1nc(SC)ns1	13%	-7%	0%	5%	-24%	-7%	i	3%	2%
CCOc1ccc2nc(NC(=O)CSc3nc(-c4ccccc4)c(C#N)c(=O)[nH]3)sc2c1	3%	-7%	-7%	16%	16%	19%	i	6%	3%
N#Cc1ccc(C(=O)N2CCCCC2c2cc(C(=O)NCc3ccccc3)no2)cc1 (stereo unspecified)	0%	0%	·	-7%	i	35%	i	20%	-1%
COc1ccc(CC(=O)OCC(=O)Nc2ncc(Cl)cc2Cl)cc1OC	10%	-6%	-1%	2%	-1%[57.5 µM]	13%	·	-7%	5%
CCOc1ccc(OCC)c(NC(=O)Cn2c(C)nc3ccccc3c2=O)c1	-1%	4%	-2%	-28%	i	-1%	i	-12%	5%
COc1ccc(-c2cc(-c3ccc(OC)cc3)c(C#N)c(SC)n2)cc1	5%	-9%	-3%	6%	i	1%	i	-6%	-12%
CC(=O)c1cc2c(cc1NC(=O)c1ccc(-n3nc(C)cc3C)cc1)OCO2	12%	-1%	·	3%	-15%	-1%	i	13%	1%
Cn1cc(NC(=O)OCc2ccc(Cl)cc2)c(C(F)(F)F)n1	-4%	1%	0%	-7%	i	-25%	i	?	9%
CCC(NC(=O)c1ccccc1NC(=O)C(C)(C)C)C(=O)N1CCCC1 (stereo unspecified)	5%	0%	1%	6%	i	-1%	i	?	-10%
CSc1nnc(-c2ccccc2)n1N	-5%	-4%	0%	1%	i	28%	i	2%	3%
Cc1nc2ccc(NC(=O)c3nn(CC(C)C)c(=O)c4ccccc34)cc2s1	2%[1.53 µM]	3%	-1%	?	i	?	i	?	-4%
OCC[C@H]1C[C@H](O)[C@@H](O)[C@@]2(CCCO2)O1	26%	0%	·	7%	-16%	-29%	i	-3%	-10%
O=C(CNC(=O)c1cccs1)NCC(=O)OCc1c(F)cccc1Cl	1%[7.66 µM]	-2%	2%	6%[7.66 µM]	i	24%	i	5%[9.22 µM]	2%
C=CCn1c(-c2ccc(C)cc2)nc2ccccc21	-12%	-10%	0%	?	i	29%	?	-16%	-8%
COc1ccc(CNc2nc(-c3ccccc3)nn2C(=O)c2ccc([N+](=O)[O-])cc2)cc1	-11%	5%	1%	2%	i	10%	i	24%	16%
Cc1cc(C)c2c(CC(=O)N(CCC#N)Cc3cccnc3)coc2c1	5%	0%	2%	0%	2%	·	i	19%	7%
CN(C)c1ccc(C2C=C(c3ccc(Cl)cc3OC(F)F)Nc3ncnn32)cc1 (stereo unspecified)	486%[activator]	15%	-7%	?	i	?	i	-7%	7%
COc1cccc(-c2cc3nc(NCc4ccc(C)cc4C)n(C)c(=O)c3s2)c1	8%	8%	·	1%	-45%[inhibitor]	17%	i	0%	21%
NNS(=O)(=O)c1ccc(Sc2ccccn2)c([N+](=O)[O-])c1	-25%	-1%	-4%	-14%	-12%	-3%	i	19%	22%

Some of the entries above in another layout.
> O=C1C2CCCN2C(=O)N1CCCN1CCN(c2ccc([N+](=O)[O-])cc2)CC1 (stereo unspecified)
  GLP1R cytotox: ?; aSyn rescue: 6%; Mm-Cpn inhibitor: 3%; GLP1R inv ag: 10%; PTHR1 agonist: -17%; FUS yeast rescue: 10%; Akt phos inh: i; TDP-43 yeast inh: -7%; Abeta rescue: -1%
> COc1ccc(CNc2nc(-c3ccccc3)nn2C(=O)c2ccc([N+](=O)[O-])cc2)cc1
  GLP1R cytotox: -11%; aSyn rescue: 5%; Mm-Cpn inhibitor: 1%; GLP1R inv ag: 2%; PTHR1 agonist: i; FUS yeast rescue: 10%; Akt phos inh: i; TDP-43 yeast inh: 24%; Abeta rescue: 16%

Records above marked active in GLP1R inv ag.
SMILES,Mm-Cpn inhibitor,GLP1R inv ag,PTHR1 agonist,Akt phos inh
CC(=O)N(Cc1ccc(F)cc1)C1=C(NCc2ccccc2)C(=O)c2ccccc2C1=O,1%,10µM*,-26%,i
